# TDP2 inh: blocks human TDP2 phosphodiesterase activity; O95551; recombinant TDP2, T5PNP hydrolysis, p-nitrophenol absorbance 415 nm; inhibition, % at 12.8 µM; actives 0.34% (n = 370,000); AID 720702;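 active = inhibition above the mean of all tested compounds plus 3 SD, set per campaign, cut at about 25% in these data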;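 also: 0% = DMSO with enzyme and 100% = buffer with substrate but no TDP2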
#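 Assay system: Recombinant human TDP2 | Quantity: 120 nM TDP2 per well | Incubation: 2 h at 37 °C | Signal: Epi absorbance | Evaluation: Percent inhibition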
# LEDGF integ inh: blocks HIV-1 LEDGF/p75-dependent DNA integration; inhibition, % at 3.7 µM; actives 0.64% (n = 370,000); TR-FRET IN-LEDGF/p75 DNA integration, Eu/Cy5; AID 743269;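 active = inhibition above the screen-wide mean plus 3 SD, cut at about 13% in these data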;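 also: signal is the Cy5 over europium emission ratio at 671 and 618 nm; 0% = plate median of compound wells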
# Tn7 DDE FP: DD(E)-Tn7 binding inhibition, primary FP screen; P02675; FP displacement of FITC-Tn7 peptide from fibrin DD(E); 0% = median of compound wells per plate; inhibition, % at 8.3 µM; actives 0.13% (n = 370,000); AID 720508;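 active = inhibition above the mean of compounds falling within the control limits plus 3 SD of them, cut at about 14% in these data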;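 also: 0% = plate median of compound wells and 100% = 10 µM Aha-Tn7 peptide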
#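 system = human fibrin DD(E) protein | quantity = DD(E) 2 µM final | medium = Tris/NaCl/CaCl2 buffer, pH 7.8 | also added = labelled Tn7 tracer, 0.1 µM | compound dosing = single point at 8.3 µM | timing = compound with protein 10 min, then 3 h after probe, room temperature | signal = FP measurement | benchmarks = Aha-Tn7 high control | repeats = one replicate per compound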
# SIAE inh: blocks human sialic acid acetylesterase; SIAE FP-Rh probe binding, fluorescence polarization; inhibition, % at 9.66 µM; actives 0.69% (n = 370,000); AID 1053197;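 active = inhibition above a cutoff: mean of compounds within the control limits plus 3 SD of those, cut at about 17% in these data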;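 also: 0% = plate median of compound wells and 100% = probe without SIAE protein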
# HTRA1 inhibitor: blocks human HTRA1 serine peptidase. Q92743. recombinant HTRA1, FP-rhodamine activity-based probe, fluorescence polarization. inhibition, % at 5.96 µM. actives 0.5% (n = 340,000). AID 504803; in the data active = inhibition above about 36%;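 also: 0% = enzyme with DMSO and 100% = wells lacking enzyme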
# Target sequence (Q92743 whole entry, looked up): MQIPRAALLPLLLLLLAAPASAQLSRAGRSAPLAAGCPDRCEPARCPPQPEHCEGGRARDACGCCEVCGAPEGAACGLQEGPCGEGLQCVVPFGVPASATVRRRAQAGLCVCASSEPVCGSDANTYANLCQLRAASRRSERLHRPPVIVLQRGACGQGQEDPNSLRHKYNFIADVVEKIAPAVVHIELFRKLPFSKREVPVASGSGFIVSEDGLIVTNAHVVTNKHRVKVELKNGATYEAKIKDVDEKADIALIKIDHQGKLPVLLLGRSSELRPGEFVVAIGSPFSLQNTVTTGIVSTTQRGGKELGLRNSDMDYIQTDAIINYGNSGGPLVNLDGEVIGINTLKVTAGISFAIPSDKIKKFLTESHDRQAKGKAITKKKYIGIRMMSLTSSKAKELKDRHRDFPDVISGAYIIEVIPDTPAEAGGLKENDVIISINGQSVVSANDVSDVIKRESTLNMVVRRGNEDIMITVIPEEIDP
# PG9 Ab binder: PG9 antibody binding by small molecule; TR-FRET gp120-PG9 antibody binding; inhibition, % at 6.7 µM; actives 0.43% (n = 360,000); AID 624416; in the data active = inhibition above about 8.5%
# PRMT1 inh: inhibitors of human PRMT1. inhibition, % at 2.79 µM. Q99873. recombinant PRMT1, activity-based probe fluorescence polarization. actives 1.3% (n = 370,000);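 active = inhibition above about 21% made by adding two undisclosed values, limit read from the data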
# Target sequence (Q99873 whole entry, looked up): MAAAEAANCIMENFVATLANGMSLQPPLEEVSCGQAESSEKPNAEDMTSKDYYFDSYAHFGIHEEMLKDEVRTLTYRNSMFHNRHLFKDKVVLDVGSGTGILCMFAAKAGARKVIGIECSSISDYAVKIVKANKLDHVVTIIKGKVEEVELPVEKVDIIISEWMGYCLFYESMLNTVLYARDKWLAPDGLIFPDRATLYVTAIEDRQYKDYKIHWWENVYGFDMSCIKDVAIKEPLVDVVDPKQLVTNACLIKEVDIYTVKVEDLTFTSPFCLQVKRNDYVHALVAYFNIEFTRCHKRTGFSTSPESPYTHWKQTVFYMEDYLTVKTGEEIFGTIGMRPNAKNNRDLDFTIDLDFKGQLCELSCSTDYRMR
# TCR CD3 inh: inhibitors of human TCR-CD3 interaction | TAMRA-labeled TCR probe fluorescence, biochemical | actives 0.37% (n = 360,000) | inhibition, % at 9.4 µM; in the data active = inhibition above about 19%;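 also: recombinant mutant TCR 2C K166C tagged with TAMRA read by polarization; 0% = receptor in buffer alone and 100% = receptor with positive control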
# mABHD4 FP: inhibits mouse alpha/beta hydrolase domain 4. AID 720543. inhibition, % at 8.92 µM. purified mABHD4, FP-Rh probe fluorescence polarization. actives 0.54% (n = 370,000);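 active = inhibition exceeding the mean over every tested compound plus 3 SD, cut at about 30% in these data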;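 also: 0% = plate median of compound wells and 100% = S159A mutant with DMSO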
#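 Test system: mABHD4 protein; Read-out basis: % inhibition; Incubation: 45 min + 60 min at 25 °C; Repeats: single replicate; Technique: fluorescence polarization with parallel and perpendicular emission, 525/598 nm; Compound: 8.92 µM, single dose; Benchmarks: full inhibition S159A mutant plus DMSO, zero as sample-well median.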
# UHRF1 MBD2 ctr: blocks human UHRF1 binding to methylated DNA. UHRF1 binding to methylated oligo, TR-FRET. Q96T88. AID 687016. inhibition, % at 4.4 µM. actives 0.75% (n = 370,000); in the data active = inhibition above about 21%;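 also: UHRF1 SRA domain binding a hemimethylated CpG hairpin DNA probe; 0% = median of test compound wells and 100% = reference inhibitor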
# * hit, by the source's call; . = not tested or not shown.
(1) CC1=CC(=NOS(=O)(=O)c2ccc(C)cc2)CC(C)(C)C1
(2) CCC(C)(C)C1CCC(=NNC(=O)c2ccoc2C)CC1 (centres undefined)
(3) CCCCC(=O)Nc1cccc(NC(=O)c2ccc(Br)cc2)c1
(4) CCSc1nsc(NC(=O)Nc2ccccc2F)n1
(5) CC1CCCN(S(=O)(=O)Cc2ccc(Cl)cc2)C1 (centres undefined)
(6) Cc1ccc([N+](=O)[O-])cc1NC(=O)c1cccnc1
(7) COc1ccccc1/C=C1\SC(=S)N(CCC(=O)NNC(=O)c2ccccc2OC)C1=O
(8) CCOc1ccc2nc(N3CCCC(C(=O)NCCCN4CCOCC4)C3)sc2c1 (centres undefined)

compound no.	1	2	3	4	5	6	7	8
TDP2 inh	4	-6	0	4	-9	-14	-3	6
LEDGF integ inh	3	-4	-2	-1	-5	-5	2	2
Tn7 DDE FP	1	0	7	1	3	3	0	-1
SIAE inh	-2	-1	-17	-12	-2	-1	-1	0
HTRA1 inhibitor	.	1	-2	-23	2	3	25	-3
PG9 Ab binder	-1.1	0.5	0.9	-1.8	0.7	0.8	-1.2	-1.2
PRMT1 inh	-5	-3	2	-2	-1	4	-3	-1
TCR CD3 inh	8	7	0	10	-3	3	28*	-3
mABHD4 FP	-3	-1	-2	-26	0	4	2	2
UHRF1 MBD2 ctr	-3	-1	3	-2	4	39*	-1	-1

(9) S=C1NCN(CCc2ccccc2)CN1
(10) CCn1c(=O)cc(OCC(=O)NC(C)c2ccc3c(c2)OCCO3)c2ccccc21 (centres undefined)
(11) O=C(CN1CCCN(Cc2ccc(F)cc2Cl)C1=O)NC1CCCCCC1
(12) COc1ccc(CCNC(=O)c2cccs2)cc1
(13) COc1cc2c(cc1OC)C(=O)NCC(C)(C)O2
(14) CCCc1cc(=O)oc2cc(C)cc(OCC(=O)NCCN3CCOCC3)c12
(15) Cc1ccc2nc(NC(=O)c3ccccc3F)sc2c1
(16) O=[N+]([O-])c1ccc2ncnc(N3CCN(Cc4ccc5c(c4)OCO5)CC3)c2c1

compound no.	9	10	11	12	13	14	15	16
TDP2 inh	-7	0	-1	-9	-6	-13	3	3
LEDGF integ inh	-7	1	-2	-1	3	-2	-3	0
Tn7 DDE FP	4	0	10	4	0	0	-2	4
SIAE inh	1	3	1	-12	0	3	-6	0
HTRA1 inhibitor	.	0	2	0	-2	1	-5	-5
PG9 Ab binder	-0.6	0.1	-0.6	2.6	-0.2	1.8	0.3	-1.3
PRMT1 inh	4	-3	0	6	-2	7	-1	2
TCR CD3 inh	0	2	1	-4	-2	2	4	6
mABHD4 FP	2	4	0	-6	-5	-11	3	3
UHRF1 MBD2 ctr	0	-2	-3	4	-2	2	1	-1

(17) O=C(NC1CCCC1)C(NS(=O)(=O)c1ccc(Br)s1)c1ccccc1 (centres undefined)
(18) O=C(CSCc1ccccc1)Nc1ccc2c(c1)OCO2
(19) O=C(NCC(c1ccco1)N1CCc2ccccc21)c1ccccc1F (centres undefined)
(20) C=C(C)Cn1c(CCn2c3ccccc3c3ccccc32)n[nH]c1=S
(21) CCOC(=O)[C@]12CCC=C1N(Cc1ccc3c(c1)OCO3)C(=O)[C@H](CC(=O)NCCC(C)C)C2
(22) COc1ccccc1NC(=O)c1ccccc1C(=O)O
(23) c1csc(-c2nnc(N3CCOCC3)c3ccccc23)c1
(24) COc1cc(NC(=O)c2ccc(F)cc2)c(OC)cc1Cl

compound no.	17	18	19	20	21	22	23	24
TDP2 inh	0	8	-1	-9	-12	3	5	3
LEDGF integ inh	5	0	-2	-3	5	-9	-5	-1
Tn7 DDE FP	-3	7	6	-2	-6	11	4	-4
SIAE inh	-1	13	4	-9	-3	-4	5	-2
HTRA1 inhibitor	-7	-4	-2	-14	.	-3	-6	1
PG9 Ab binder	-2.7	0.4	-1.1	-0.2	1.8	-1.7	-0.9	-1.7
PRMT1 inh	-3	2	-2	13	-2	5	-2	-1
TCR CD3 inh	-4	-4	4	0	17	1	1	3
mABHD4 FP	2	5	1	-5	5	-1	-2	-1
UHRF1 MBD2 ctr	-3	-3	-2	5	0	3	2	-3

(25) Cc1ccc(C(=O)NNC(=O)CSc2nnc(C3CC3)n2C)cc1
(26) COc1ccc(-c2csc(Nc3ccc(S(=O)(=O)Nc4cc(C)on4)cc3)n2)cc1C
(27) COC(=O)C1=C(C)N(c2ccc(OC)cc2)C(C)=C(C(=O)OC)C1c1ccc(OC)cc1
(28) Cc1cc(C)cc(C(=O)OCC(=O)Nc2cccc(S(=O)(=O)NC3=NCCCCC3)c2)c1
(29) CNS(=O)(=O)c1cccc(C(=O)OCC(=O)Nc2cc(F)ccc2F)c1
(30) CC(C)N1C(=O)CSC1c1ccc(Br)cc1 (centres undefined)
(31) CC(C)(C)c1nc2cc(Cl)c([N+](=O)[O-])cc2o1
(32) CCOC(=O)c1cnc2ccc(C)cc2c1N(C)Cc1ccccc1

compound no.	25	26	27	28	29	30	31	32
TDP2 inh	-12	4	-9	-4	-7	-1	-1	-3
LEDGF integ inh	-1	2	-2	4	0	1	-7	4
Tn7 DDE FP	-9	3	-8	-4	-5	-1	3	-2
SIAE inh	-4	15	3	11	-2	0	1	-1
HTRA1 inhibitor	5	-43	.	-8	-7	0	7	-30
PG9 Ab binder	-1.9	0.1	2.1	0.3	3.5	1.1	-0.1	-1.3
PRMT1 inh	-5	-1	-4	1	4	3	5	-3
TCR CD3 inh	0	6	6	2	4	-3	0	0
mABHD4 FP	-4	34*	-8	-8	-3	-14	-1	3
UHRF1 MBD2 ctr	2	-1	1	2	4	6	15	-1

(33) CN(C)CCNc1ccc2nnn3c4ccc(O)cc4c(=O)c1c23
(34) COc1cccc(-c2nnc(SC(C(=O)c3c[nH]c4ccccc34)c3ccccc3)n2C)c1 (centres undefined)
(35) O=C(Cn1cc([N+](=O)[O-])ccc1=O)NCC1COc2ccccc2O1 (centres undefined)
(36) COc1ccc(C2NC(=S)NC3=C2CCCC3=C2SCCS2)cc1 (centres undefined)
(37) CCOc1cccc(/C=C(\C#N)C(=O)NC2CC2)c1
(38) O=C(CC1C=Cc2ccccc2N1C(=O)c1ccccc1)c1ccccc1 (centres undefined)
(39) NC(=O)c1ccc(NS(=O)(=O)c2ccccc2F)cc1
(40) CC(C)C(=O)NC(=S)Nc1ccc(S(=O)(=O)Nc2nccs2)cc1

compound no.	33	34	35	36	37	38	39	40
TDP2 inh	2	-5	-5	4	-9	-8	-26	0
LEDGF integ inh	-2	-1	0	5	1	8	2	-1
Tn7 DDE FP	-2	-8	-12	-6	-8	-5	5	2
SIAE inh	4	-2	-3	-31	4	4	-11	-2
HTRA1 inhibitor	1	-58	5	-57	0	-42	2	3
PG9 Ab binder	-2.1	-3.2	-0.5	-1.9	-2.2	-2.3	-4.1	-0.3
PRMT1 inh	6	2	0	8	1	-6	-4	-3
TCR CD3 inh	3	11	8	-6	-2	7	5	9
mABHD4 FP	12	-6	7	-12	3	-3	-10	1
UHRF1 MBD2 ctr	8	1	2	4	-2	-4	5	-3

(41) Cc1cc(OC(=O)c2ccccc2)n(CCC#N)n1
(42) Cc1ccc(S(=O)(=O)N2[C@@H](c3ccc(Br)cc3)C(C(=O)O)=CC[C@H]2c2ccc(Cl)cc2)cc1
(43) COc1ccc(-c2cc(C(=O)c3c(N)n(C)c(=O)n(C)c3=O)c3ccccc3n2)cc1OC
(44) O=C(Nc1cc(Cl)ccc1O)C1CC(c2c(F)cccc2Cl)=NO1 (centres undefined)
(45) CCCCn1c(-c2ccco2)n[nH]c1=S
(46) C[C@H]1CN([C@@H](C)CO)C(=O)CCCn2cc(nn2)CO[C@@H]1CN(C)C(=O)C1CCCCC1
(47) COc1ccc(S(=O)(=O)N2CCOC2CNC(=O)C(=O)NCc2ccncc2)cc1 (centres undefined)
(48) Cc1cccc(NS(=O)(=O)c2cccc(C(=O)N3CCC3)c2)c1

compound no.	41	42	43	44	45	46	47	48
TDP2 inh	50*	3	-6	-41	-16	1	4	5
LEDGF integ inh	13	2	-1	4	-3	-6	2	1
Tn7 DDE FP	-1	1	-4	1	2	2	-6	2
SIAE inh	3	-10	-11	-18	3	-6	-4	-4
HTRA1 inhibitor	6	-58	-2	-22	-2	9	6	6
PG9 Ab binder	-0.3	-0.5	0.4	-1.0	2.2	-0.7	-2.0	1.1
PRMT1 inh	-1	-1	0	0	1	0	-2	3
TCR CD3 inh	-4	2	0	3	-2	4	-3	-2
mABHD4 FP	1	-15	3	-32	-4	1	1	3
UHRF1 MBD2 ctr	5	-2	3	3	-1	-2	0	0

(49) COc1nc(Nc2cccc(C)c2)nc(N2CCCCC2)n1
(50) COc1cc(C2(C)SCCCS2)cc(OC)c1OC
(51) COC(=O)c1cnn2c1C(=O)N(Cc1cccs1)CC2
(52) CCOCCCNC(=O)CN1C(=O)c2ccccc2Sc2ncccc21
(53) O=S(=O)(NCCN1CCOCC1)c1ccc(Oc2ccccc2Cl)cc1
(54) O=C(c1ccco1)N1CCN(S(=O)(=O)c2ccccc2)CC1

compound no.	49	50	51	52	53	54
TDP2 inh	6	-1	1	8	-12	-11
LEDGF integ inh	-1	0	2	4	-3	-5
Tn7 DDE FP	6	1	1	2	0	0
SIAE inh	-8	1	-9	-1	-3	-2
HTRA1 inhibitor	-24	.	4	-7	-8	6
PG9 Ab binder	0.8	0.7	-0.5	-1.2	-2.1	-0.3
PRMT1 inh	1	-1	1	-1	-3	7
TCR CD3 inh	-1	8	3	7	3	-3
mABHD4 FP	7	2	-1	-8	-3	-4
UHRF1 MBD2 ctr	1	2	-3	-1	-2	3

# Source: PubChem BioAssay
